From PubChem
APOBEC3G inh = inhibitors of human APOBEC3G DNA deaminase; Q9HC16; recombinant A3G, ssDNA deamination FAM/TAMRA fluorescence; inhibition, % at 20 µM; actives 0.28% (n = 330,000);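 active = inhibition of at least 40% at 20 µM, with no more than 30% in the related APOBEC3A deaminase screen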;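 also: plate controls were DMSO wells with A3G for no effect and wells lacking A3G enzyme for full effect; some compounds called inactive have numbers as strong as hits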
mIAP inh = mouse IAP inhibition | purified mouse IAP, CDP-Star luminescence, 30 min | inhibition, % at 10 µM | actives 0.2% (n = 330,000) | AID 2806;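 active = inhibition of at least 40% at 10 µM in the primary screen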;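 also: plate controls were DMSO with enzyme for no effect and no enzyme wells for full effect; values of inactives mirror those of a sister screen read the other way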
NALP3 yeast inh = NALP3 inhibition in yeast; actives 0.39% (n = 330,000); Yeast reconstituted NLRP3/ASC/caspase-1, beta-gal luminescence, 24 h; inhibition, % at 10 µM;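 active = inhibition of 50% or more; inactive = inhibition below 50%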;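 also: plate controls were induced DMSO wells for no effect and uninduced yeast grown without galactose for full effect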
A3A deaminase = human APOBEC3A DNA deaminase inhibition | P31941 | recombinant A3A, FAM/TAMRA ssDNA deamination fluorescence | inhibition, % at 20 µM | actives 0.41% (n = 330,000);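 active = at least 40% inhibition at 20 µM here, with at most 30% in a related deaminase screen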;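 also: plate controls were A3A with DMSO for no effect and wells lacking A3A enzyme for full effect; some results filed as inactive read as strong as hits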
Target sequence (P31941 whole entry, looked up): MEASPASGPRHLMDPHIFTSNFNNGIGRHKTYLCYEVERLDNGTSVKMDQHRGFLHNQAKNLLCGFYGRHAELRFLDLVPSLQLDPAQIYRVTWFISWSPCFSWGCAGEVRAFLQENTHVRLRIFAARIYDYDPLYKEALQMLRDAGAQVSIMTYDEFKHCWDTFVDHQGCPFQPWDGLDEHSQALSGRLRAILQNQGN
hIAP block = human IAP inhibition. AID 2544. purified IAP, CDP-Star luminescence, 30 min. inhibition, % at 10 µM. actives 0.12% (n = 330,000). P09923;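 active = inhibition reaching a set limit with compound at 10 µM in the primary screen, cut at about 35% in these data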;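 also: plate controls were DMSO wells with enzyme for no effect and no-enzyme buffer wells for full effect; values of inactives mirror those of a sister screen read the other way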
Target sequence (P09923 whole entry, looked up): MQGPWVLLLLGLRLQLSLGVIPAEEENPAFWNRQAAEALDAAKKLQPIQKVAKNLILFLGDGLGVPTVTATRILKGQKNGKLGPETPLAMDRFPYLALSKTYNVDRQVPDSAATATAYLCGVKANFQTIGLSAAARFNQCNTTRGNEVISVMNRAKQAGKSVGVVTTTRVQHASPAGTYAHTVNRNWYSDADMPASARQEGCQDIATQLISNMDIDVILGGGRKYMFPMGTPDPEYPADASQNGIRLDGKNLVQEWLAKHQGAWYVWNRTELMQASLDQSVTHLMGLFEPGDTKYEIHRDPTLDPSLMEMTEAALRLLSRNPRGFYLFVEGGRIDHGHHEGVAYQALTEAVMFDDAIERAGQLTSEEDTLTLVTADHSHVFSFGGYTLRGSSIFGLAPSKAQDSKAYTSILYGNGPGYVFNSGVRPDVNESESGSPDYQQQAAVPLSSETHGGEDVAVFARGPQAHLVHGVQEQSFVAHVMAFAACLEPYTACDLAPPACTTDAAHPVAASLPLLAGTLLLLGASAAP
mIAP act = increases mouse intestinal alkaline phosphatase activity; actives 0.24% (n = 330,000); AID 2805; activation factor at 10 µM; muIAP, CDP-Star luminescence, 30 min; hits give high values; 1 = vehicle-only enzyme signal, 0 = enzyme-free wells;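 active = activation factor of at least 2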; also: the source names both 10 and 20 µM as test concentration; values of inactives mirror those of a sister screen read the other way
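Assay system: mouse IAP enzyme / Compound: DMSO-dissolved test compounds / Timing: 30 min, room temperature / Measured by: luminescence from enzymatic CDP-Star hydrolysis / Control set: DMSO-only wells, enzyme-free buffer wells as negative control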
hIAP activ = human IAP activation; purified human IAP, CDP-Star luminescence, 30 min; hits give high values; 1 = vehicle-only enzyme, 0 = enzyme-free background; P09923; actives 0.16% (n = 330,000); activation factor at 10 µM;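 active = activation factor of the enzyme at least 2-fold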; also: the source names both 10 and 20 µM as test concentration; values of inactives mirror those of a sister screen read the other way
MIN6 prolif = induces beta-cell replication in MIN6 cells; MIN6 cells proliferation, ATPlite luminescence, 48 h; cells starved in 0.2% serum; 100% = growth in 10% serum; proliferation, % at 10 µM; AID 2380; actives 0.29% (n = 330,000);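 active = compounds whose signal lies at least 3.5 SD above the mean of all wells on their plate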;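 also: 0% = DMSO-treated cells in low-serum medium and 100% = 10% serum control; some compounds called inactive have numbers as strong as hits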
SENP1 inh = blocks the human SENP1 SUMO protease catalytic domain | Q9P0U3 | actives 0.21% (n = 360,000) | recombinant SENP1 catalytic domain, CyPet-SUMO1-YPet FRET cleavage | inhibition, % at 10 µM;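 active = inhibition at least 30% at 10 µM, raw YFP signal under a set limit, fluorescence ratio 0.5 to 1.5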;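 also: 0% = enzyme with DMSO and 100% = no enzyme wells; some results filed as inactive read as strong as hits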
Target sequence (Q9P0U3 419-644 limits assumed): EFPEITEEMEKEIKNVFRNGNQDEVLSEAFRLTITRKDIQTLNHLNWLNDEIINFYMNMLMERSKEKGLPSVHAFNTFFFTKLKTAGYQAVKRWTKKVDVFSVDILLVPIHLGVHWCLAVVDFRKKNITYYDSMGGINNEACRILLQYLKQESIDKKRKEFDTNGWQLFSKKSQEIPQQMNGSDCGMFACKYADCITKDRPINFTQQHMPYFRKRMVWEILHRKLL
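System: Recombinant human SENP1 catalytic domain, His6-tagged | Incubation: Enzyme reaction for 50 min at room temperature, dark | Medium: Tris pH 8 with BME, BSA, NP40 and catalase | Also added: 25 nM SUMO1 FRET substrate | Compound: 10 µM single point, 0.5% DMSO | Measured by: FRET fluorescence in CFP and YFP emission channels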
* marks the source's active call; other numbers are inactive results.

For Cc1ccc(C)c(/C=N/Nc2ccccn2)c1 the results were APOBEC3G inh -1, mIAP inh 2, NALP3 yeast inh -11, A3A deaminase 3, hIAP block 0, mIAP act 0.98, hIAP activ 1, MIN6 prolif -1 and SENP1 inh 2.
For CN(/N=C/c1cc([N+](=O)[O-])ccc1O)c1ccccc1 the results were APOBEC3G inh -2, mIAP inh 9, NALP3 yeast inh 32, A3A deaminase -2, hIAP block 13, mIAP act 0.91, hIAP activ 0.87, MIN6 prolif -1 and SENP1 inh 15.
Cc1cc(C)n(C(=O)c2ccc(C)c(F)c2F)n1 was read as APOBEC3G inh -3, mIAP inh 2, NALP3 yeast inh 9, A3A deaminase -1, hIAP block -7, mIAP act 0.98, hIAP activ 1.1, MIN6 prolif 0 and SENP1 inh 2.
CCOC(=O)c1c(C2CCN(C(=O)OCC)CC2)nc2ccccn12 was read as APOBEC3G inh -5, mIAP inh 5, NALP3 yeast inh 15, A3A deaminase -4, hIAP block 3, mIAP act 0.95, hIAP activ 0.97, MIN6 prolif 4 and SENP1 inh -1.
For O=C(NC1CCCCCCC1)C1CCN(c2nc3ccccc3o2)CC1 the results were APOBEC3G inh -5, mIAP inh -10, NALP3 yeast inh 22, A3A deaminase -1, hIAP block 3, mIAP act 1.1, hIAP activ 0.97, MIN6 prolif -5 and SENP1 inh -8.
CNC(=S)N/N=C/c1ccco1 was read as APOBEC3G inh -5, mIAP inh 6, NALP3 yeast inh 2, A3A deaminase -1, hIAP block -15, mIAP act 0.94, hIAP activ 1.1, MIN6 prolif 6 and SENP1 inh -1.
For Cc1cc(C(=O)NN=Cc2ccc(-c3ccc(F)cc3)o2)c(C)o1 the results were APOBEC3G inh -5, mIAP inh -5, NALP3 yeast inh 10, A3A deaminase 0, hIAP block 3, mIAP act 1.1, hIAP activ 0.97, MIN6 prolif -4 and SENP1 inh -1.
O=C(Nc1ccccc1N1CCCCC1)C1CCN(C(=O)c2ccc(Cl)cc2)CC1 was read as APOBEC3G inh -7, mIAP inh 3, NALP3 yeast inh 10, A3A deaminase 18, hIAP block -10, mIAP act 0.97, hIAP activ 1.1, MIN6 prolif -3 and SENP1 inh 2.
For CCc1nc(OCc2ccco2)c2sc3nc4c(cc3c2n1)COC(C)(C)C4 the results were APOBEC3G inh -5, mIAP inh 10, NALP3 yeast inh -5, A3A deaminase 0, hIAP block 17, mIAP act 0.9, hIAP activ 0.83, MIN6 prolif 0 and SENP1 inh -6.
Screening CC(C)n1c(SC2CCOC2=O)nc2ccccc21 (configuration not stated) returned APOBEC3G inh 2, mIAP inh 1, NALP3 yeast inh 8, A3A deaminase 6, hIAP block 12, mIAP act 0.99, hIAP activ 0.88, MIN6 prolif 0 and SENP1 inh -1.
OC[C@@H]1[C@@H](c2ccc(Cl)cc2)C(c2ccc(F)cc2)=NN1c1ccccc1 was read as APOBEC3G inh -2, mIAP inh -102, A3A deaminase 0, mIAP act 2* and SENP1 inh -29.
`O=C(NNC(=O)c1cccs1)c1ccncc1` gave APOBEC3G inh -3, mIAP inh -6, NALP3 yeast inh -6, A3A deaminase -1, hIAP block 5, mIAP act 1.1, hIAP activ 0.95, MIN6 prolif -4 and SENP1 inh 2.
Cc1cc(S(=O)(=O)NCCc2ccccc2)ccc1-n1cnnn1 was read as APOBEC3G inh 0, mIAP inh 2, NALP3 yeast inh 11, A3A deaminase 0, hIAP block 13, mIAP act 0.98, hIAP activ 0.87, MIN6 prolif -4 and SENP1 inh -2.
`Cc1cc(NC(=O)Cn2c(=O)oc3ccccc32)no1` gave APOBEC3G inh -6, mIAP inh -3, NALP3 yeast inh 5, A3A deaminase -4, hIAP block 14, mIAP act 1, hIAP activ 0.85, MIN6 prolif -1 and SENP1 inh 2.
Cc1c(NC(=O)CN2C(=O)NC(C)(c3ccccc3Cl)C2=O)c(=O)n(-c2ccccc2)n1C (configuration not stated) was read as APOBEC3G inh -6, mIAP inh 8, NALP3 yeast inh 1, A3A deaminase -2, hIAP block -5, mIAP act 0.92, hIAP activ 1.1, MIN6 prolif 0 and SENP1 inh 2.
`N#C/C(=C\c1cccc(O)c1)C(=O)N1CCCCC1` gave APOBEC3G inh -3, mIAP inh -4, NALP3 yeast inh 20, A3A deaminase -6, hIAP block -6, mIAP act 1, hIAP activ 1.1, MIN6 prolif 0 and SENP1 inh 1.
For O=C(CCNC(=O)c1ccc(Br)cc1)OCc1ccccc1Cl the results were APOBEC3G inh -6, mIAP inh 4, NALP3 yeast inh 17, A3A deaminase 2, hIAP block -2, mIAP act 0.96, hIAP activ 1, MIN6 prolif 1 and SENP1 inh 1.
For CC1CCCC(C)N1C(=O)COC(=O)c1ccc(S(=O)(=O)N(C)c2ccccc2)cc1 (configuration not stated) the results were APOBEC3G inh -7, mIAP inh 1, NALP3 yeast inh 7, A3A deaminase -2, hIAP block -18, mIAP act 0.99, hIAP activ 1.2, MIN6 prolif -5 and SENP1 inh 3.
`Nn1c(COc2ccccc2)nnc1SC(F)F` gave APOBEC3G inh -4, mIAP inh 6, NALP3 yeast inh 21, A3A deaminase 0, hIAP block -2, mIAP act 0.94, hIAP activ 1, MIN6 prolif -2 and SENP1 inh 0.
COc1ccccc1-c1noc2ncnc(Nc3cccc(C)c3)c12 was read as APOBEC3G inh 7, mIAP inh 1, NALP3 yeast inh 64*, A3A deaminase 3, hIAP block -9, mIAP act 0.99, hIAP activ 1.1, MIN6 prolif 7 and SENP1 inh 1.
CCCn1ncc(CN2CCC(n3nccc3NC(=O)CCc3ccccc3)CC2)c1C was read as APOBEC3G inh -2, mIAP inh -9, NALP3 yeast inh 13, A3A deaminase -5, hIAP block -79, mIAP act 1.1, hIAP activ 1.8, MIN6 prolif 0 and SENP1 inh -1.
For CC(=O)Nc1cccc(NC(=O)c2cccc3cccnc23)c1 the results were APOBEC3G inh -7, mIAP inh -3, NALP3 yeast inh 24, A3A deaminase 0, hIAP block 0, mIAP act 1, hIAP activ 1, MIN6 prolif 0 and SENP1 inh -1.
Screening COc1ccc(C2C(C(=O)c3ccco3)=C(O)C(=O)N2Cc2cccnc2)cc1OC (configuration not stated) returned APOBEC3G inh -2, mIAP inh -3, NALP3 yeast inh -2, A3A deaminase -3, hIAP block -27, mIAP act 1, hIAP activ 1.3, MIN6 prolif 2 and SENP1 inh -3.
`COc1ccccc1-c1nnc(SC(C)C(=O)O)n1-c1ccccc1` (configuration not stated) gave APOBEC3G inh -4, mIAP inh 3, NALP3 yeast inh 3, A3A deaminase 0, hIAP block 0, mIAP act 0.97, hIAP activ 1, MIN6 prolif -3 and SENP1 inh 3.
COc1cc(OC)cc(C(=O)Nc2cccc3ccccc23)c1 was read as APOBEC3G inh -4, mIAP inh 6, NALP3 yeast inh 25, A3A deaminase 2, hIAP block -4, mIAP act 0.94, hIAP activ 1, MIN6 prolif 0 and SENP1 inh 1.
`CCC(C)Sc1nc(C)nc2c1c(=O)n(C)c(=O)n2C` (configuration not stated) gave APOBEC3G inh 4, mIAP inh 9, NALP3 yeast inh 23, A3A deaminase -1, hIAP block 9, mIAP act 0.91, hIAP activ 0.91, MIN6 prolif 9 and SENP1 inh 2.
Screening COc1cc(C(=O)OCC(=O)Nc2ccccc2C(=O)NC2CC2)c([N+](=O)[O-])cc1OC returned APOBEC3G inh -3, mIAP inh -1, NALP3 yeast inh 16, A3A deaminase -1, hIAP block -1, mIAP act 1, hIAP activ 1, MIN6 prolif 5 and SENP1 inh 3.
Screening COc1ccccc1NC(=O)CN(C)S(=O)(=O)c1cc(C)ccc1OC returned APOBEC3G inh -3, mIAP inh -1, NALP3 yeast inh -2, A3A deaminase 0, hIAP block 6, mIAP act 1, hIAP activ 0.94, MIN6 prolif 3 and SENP1 inh 3.
`O=C(Nc1ccc(S(=O)(=O)N2CCOCC2)cc1)c1ccc2ncsc2c1` gave APOBEC3G inh -5, mIAP inh -3, NALP3 yeast inh 21, A3A deaminase 7, hIAP block 4, mIAP act 1, hIAP activ 0.96, MIN6 prolif -3 and SENP1 inh -19.
For O=C(C1CCCN(S(=O)(=O)c2cccnc2)C1)N1CCn2c1nc1ccccc12 (configuration not stated) the results were APOBEC3G inh -2, mIAP inh 3, NALP3 yeast inh 5, A3A deaminase -3, hIAP block 19, mIAP act 0.97, hIAP activ 0.81, MIN6 prolif -1 and SENP1 inh 4.
`CNC(=O)Nc1ccc(C2SCCS2)cc1` gave APOBEC3G inh -4, mIAP inh -1, NALP3 yeast inh 9, A3A deaminase -2, hIAP block 0, mIAP act 1, hIAP activ 1, MIN6 prolif -3 and SENP1 inh -4.
For O=C(CN1CCN(c2ccccn2)CC1)Nc1ccc(F)cc1 the results were APOBEC3G inh 1, mIAP inh -1, NALP3 yeast inh 10, A3A deaminase 2, hIAP block 13, mIAP act 1, hIAP activ 0.87, MIN6 prolif 1 and SENP1 inh 2.
For Cc1ccc(C)c(NS(=O)(=O)c2c(C)nn(C)c2C)c1 the results were APOBEC3G inh -1, mIAP inh 0, NALP3 yeast inh 7, A3A deaminase 1, hIAP block -5, mIAP act 1, hIAP activ 1, MIN6 prolif 1 and SENP1 inh 3.
COc1ccccc1CC(=O)NC12CC3CC(CC(C3)C1)C2 was read as APOBEC3G inh -1, mIAP inh 0, NALP3 yeast inh 25, A3A deaminase -3, hIAP block -11, mIAP act 1, hIAP activ 1.1, MIN6 prolif 0 and SENP1 inh -1.
Screening Cc1ccc(NC(=O)c2cccc(Cl)c2)nc1 returned APOBEC3G inh -3, mIAP inh -7, NALP3 yeast inh 21, A3A deaminase 1, hIAP block -6, mIAP act 1.1, hIAP activ 1.1, MIN6 prolif 0 and SENP1 inh 0.

Structural class: the compounds so far with fluorine
Cc1cc(C)n(C(=O)c2ccc(C)c(F)c2F)n1 was read as APOBEC3G inh -3, mIAP inh 2, NALP3 yeast inh 9, A3A deaminase -1, hIAP block -7, mIAP act 0.98, hIAP activ 1.1, MIN6 prolif 0 and SENP1 inh 2.
For Cc1cc(C(=O)NN=Cc2ccc(-c3ccc(F)cc3)o2)c(C)o1 the results were APOBEC3G inh -5, mIAP inh -5, NALP3 yeast inh 10, A3A deaminase 0, hIAP block 3, mIAP act 1.1, hIAP activ 0.97, MIN6 prolif -4 and SENP1 inh -1.
OC[C@@H]1[C@@H](c2ccc(Cl)cc2)C(c2ccc(F)cc2)=NN1c1ccccc1 was read as APOBEC3G inh -2, mIAP inh -102, A3A deaminase 0, mIAP act 2* and SENP1 inh -29.
`Nn1c(COc2ccccc2)nnc1SC(F)F` gave APOBEC3G inh -4, mIAP inh 6, NALP3 yeast inh 21, A3A deaminase 0, hIAP block -2, mIAP act 0.94, hIAP activ 1, MIN6 prolif -2 and SENP1 inh 0.
For O=C(CN1CCN(c2ccccn2)CC1)Nc1ccc(F)cc1 the results were APOBEC3G inh 1, mIAP inh -1, NALP3 yeast inh 10, A3A deaminase 2, hIAP block 13, mIAP act 1, hIAP activ 0.87, MIN6 prolif 1 and SENP1 inh 2.

Only part of the results is shown; rates above refer to the full screens.
